Source: PubChem (National Center for Advancing Translational Sciences (NCATS))
Vif-A3F inh: qHTS for Inhibitors of Vif-A3F Interactions: qHTS | Potency, µM (top dose mostly 46.1 µM), for the others: at the highest dose activity, negative = active | 390,000 tested, 0.2% active | AID 602313, 2012 | HeLa A3F-eYFP + Vif (tagged APOBEC3F with the HIV-1 protein that degrades it), YFP fluorescence increase; also: potency is read from the fitted curve at half-maximal effect; % of control where 0% means no effect; nearly all actives have a fitted effect of over 65% in size
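HeLa cells stably expressing A3F-eYFP plus Vif, plated and incubated overnight at 37 deg C, then exposed to compounds overnight at 37 deg C. Blocked degradation read as raised yellow fluorescence (Ex 488/Em 500-530).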
ALOX12 inh: Primary qHTS assay for inhibitors of human arachidonate 12S-lipoxygenase (ALOX12): Round 2. Polyunsaturated fatty acid lipoxygenase ALOX12 (Homo sapiens), P18054. purified 12hLO, xylenol orange hydroperoxide absorbance. Potency, µM (top dose mostly 108 µM), without a hit: top-dose activity change, negative = inhibition, usual class: inhibitors. 580,000 tested, 1.1% active. AID 1671190, 2021; also: potency is read from the fitted curve at half-maximal effect; % is scaled to controls: 0 for no effect and ±100 for the full control effect
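Hydroperoxide product was detected by ferrous iron/xylenol orange as the 573 to 405 nm absorbance ratio. Arachidonic acid at 40 uM (final) was turned over for 30 min at room temperature by 150 nM human 12hLO, pH 7.0 Hepes buffer, after 15 min compound preincubation.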
ERG Ets-DNA blk: qHTS for Small Molecule Inhibitors of the ERG Ets/DNA interaction; Transcriptional regulator ERG (Homo sapiens), P11308; Potency, µM (top dose mostly 76.9 µM), for inactives: at the highest dose FP activity, negative = inhibition, actives largely listed as inhibitors; 370,000 tested, 0.028% active; fluorescence polarization, His-ERG Ets domain / labelled DNA; active = well fitted inhibition curve with a large enough effect in the polarisation, with a control signal flat; inconclusive = small, poorly fitted or top-dose-only effect, or effect the other way, or a change in a side signal; inactive = no such curve, though single readings can be large or run the other way; the % refers to the polarisation;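 also: polarization taken with two DNA probes labelled with fluorescein and Texas red; potency is read from the fitted curve at half-maximal effect; % of control where 0% means no effect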
Target sequence (P11308 whole entry, looked up, the tested form may be a part): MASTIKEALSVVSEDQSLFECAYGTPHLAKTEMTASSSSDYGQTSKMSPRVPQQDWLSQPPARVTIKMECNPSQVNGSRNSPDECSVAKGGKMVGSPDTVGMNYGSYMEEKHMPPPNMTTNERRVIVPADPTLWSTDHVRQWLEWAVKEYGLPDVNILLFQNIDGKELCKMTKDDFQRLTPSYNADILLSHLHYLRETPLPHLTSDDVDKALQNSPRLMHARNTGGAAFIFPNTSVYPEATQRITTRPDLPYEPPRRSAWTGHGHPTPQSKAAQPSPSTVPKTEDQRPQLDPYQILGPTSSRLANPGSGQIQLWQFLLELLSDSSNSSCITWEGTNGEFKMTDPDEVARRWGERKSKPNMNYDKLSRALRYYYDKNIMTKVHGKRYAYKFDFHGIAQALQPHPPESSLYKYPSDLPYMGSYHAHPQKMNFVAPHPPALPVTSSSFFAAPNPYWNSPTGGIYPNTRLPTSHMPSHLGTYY
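His-tagged ERG Ets domain (1 uM in the protein solution; 300mM KCl, 50mM Tris-HCl, 1mM EDTA, 1mM DTT, pH 7.5) received compound, then a probe mix of 5 nM fluorescein-DNA and 100nM Texas-615-DNA. Fluorescence polarization was read for both dyes.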
Vif-APOBEC3G blk: qHTS for Inhibitors of Vif-A3G Interactions: qHTS; DNA dC->dU-editing enzyme APOBEC-3G (Homo sapiens), Q9HC16; HeLa A3G-eYFP + Vif (tagged APOBEC3G with the HIV-1 protein that degrades it), YFP fluorescence, overnight; Potency, µM (top dose mostly 46.1 µM), inactives show top-dose activity, negative = active, usual class: inhibitors; 410,000 tested, 0.076% active; AID 602310, 2012;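 also: potency is read from the fitted curve at half-maximal effect; % is scaled to controls: 0 for no effect and ±100 for the full control effect; nearly all actives have a fitted effect of over 60% in size; hits raise eYFP signal because A3G escapes Vif-driven loss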
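HeLa cells stably expressing Vif and C-terminally eYFP-tagged A3G, seeded overnight at 37 deg C, then exposed to compound by pintool overnight at 37 deg C. Rise in yellow fluorescence (Ex 488/Em 500-530, Acumen) marks blocked Vif-driven A3G degradation.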
RGS4 inhibitor: Inhibitors of Regulator of G Protein Signaling (RGS) 4: qHTS; Transcreener GDP fluorescence polarization, RGS4-accelerated GTP hydrolysis; AID 504845, 2011; Potency, µM (series often up to 114 µM), without a hit: top-dose activity change, negative = inhibition, hits mostly inhibitors; 390,000 tested, 0.039% active; Regulator of G-protein signaling 4 (Homo sapiens), P49798; also: potency is read from the fitted curve at half-maximal effect; % is scaled to controls: 0 for no effect and ±100 for the full control effect; nearly all actives have a fitted effect of over 75% in size; some results filed as inactive show a strong effect at the top dose
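MLSMR compounds (23 nl, pin-transferred) preincubated 10 min at room temperature with a 500nM (2x) first reagent, then RGS4 at 900nM (2x) plus Transcreener GDP mix added; fluorescence polarization (620/688 nm) read before and after 90 min at 30 °C.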
D2 agonist: HTS Assay for Allosteric Agonists of the Human D2 Dopamine Receptor: Primary Screen for Agonists; D(2) dopamine receptor (Homo sapiens), P14416; HEK293 T-REx D2 cells, calcium flux agonist mode; activation, % at 2 µM; 340,000 tested, 0.53% active;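 active = activation over 3 SD above normal in the single-dose calcium agonist read, cut at about 30% in these data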; also: 0% is about no effect
Target sequence (P14416 whole entry, looked up): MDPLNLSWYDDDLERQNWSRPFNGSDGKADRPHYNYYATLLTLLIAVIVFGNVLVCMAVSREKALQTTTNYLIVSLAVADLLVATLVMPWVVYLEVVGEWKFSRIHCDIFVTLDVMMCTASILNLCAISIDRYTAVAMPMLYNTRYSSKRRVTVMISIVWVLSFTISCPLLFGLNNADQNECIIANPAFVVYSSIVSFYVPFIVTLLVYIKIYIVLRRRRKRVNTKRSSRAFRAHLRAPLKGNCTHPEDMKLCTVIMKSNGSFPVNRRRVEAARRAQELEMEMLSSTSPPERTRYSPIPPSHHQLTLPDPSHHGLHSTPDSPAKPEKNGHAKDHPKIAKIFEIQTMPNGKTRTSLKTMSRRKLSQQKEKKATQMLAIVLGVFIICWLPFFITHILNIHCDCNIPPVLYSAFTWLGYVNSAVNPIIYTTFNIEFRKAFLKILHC
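Agonism is scored from calcium flux in a force-coupled, inducible HEK293 cell line expressing D2, read kinetically for 180 s after compound addition against dopamine controls.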
GRP78 ERSR act: qHTS for Inducers of the Endoplasmic Reticulum Stress Response (ERSR) in Human Glioma: qHTS. Potency, µM, for inactives: top-dose activation, usual class: activators. AID 602332, 2012. 420,000 tested, 0.02% active. U87-MG GRP78 promoter luciferase reporter, 16 h; also: potency is read from the fitted curve at half-maximal effect; series mostly up to about 76 µM; % of control where 0% means no effect; nearly all actives have a fitted effect of over 35% in size
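ERSR induction read as luciferase luminescence (Bright-Glo, 10 min at room temperature) in stably transfected human U87-MG glioma cells exposed to compounds for 16 h, using GRP78 as sensor.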
LDHA inh: qHTS assay for inhibitors of human lactate dehydrogenase. activity change, % (values are at about 110 or 230 µM). 480,000 tested, 0.15% active. L-lactate dehydrogenase A chain (Homo sapiens), P00338. purified LDHA, NADH/diaphorase-resazurin fluorescence; hits give low values; in the data active = activity change below about -30%; inconclusive = mostly about -25% to -30%;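 also: plate controls were DMSO wells for no effect and wells without enzyme for full effect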
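Enzyme activity of human lactate dehydrogenase 5 (2 nM; 0.06 mM NADH, 0.2 mM pyruvate, 5 min, RT) is measured via a resazurin/diaphorase fluorescence readout of residual NADH.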
D2 antag: HTS Assay for Allosteric Antagonists of the Human D2 Dopamine Receptor: Primary Screen for Antagonists. HEK293 TREx D2 cells, calcium flux, dopamine EC80. inhibition, % at 10 µM. 340,000 tested, 2% active. D(2) dopamine receptor (Homo sapiens), P14416; in the data active = inhibition above about 30%; also: 0% is about no effect
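Inhibition of EC80 dopamine-driven calcium flux, recorded kinetically, defines activity here; cells are a tetracycline-induced HEK293 T-REx line expressing force-coupled D2.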
Starred values were filed as active, the others as inactive; ? = inconclusive; nt = not tested or not shown; & = joins results of further samples; [ ] = remark or other dose. Unless noted, calls follow the shape of the dose curve; as a rule, active = well fitted curve in the direction sought with a large enough effect; inconclusive = small, poorly fitted or top-dose-only effect, or another doubt; inactive = no such curve, though single readings can be large; an effect the other way counts as inactive or inconclusive.

SMILES | Vif-A3F inh | ALOX12 inh | ERG Ets-DNA blk | Vif-APOBEC3G blk | RGS4 inhibitor | D2 agonist | GRP78 ERSR act | LDHA inh | D2 antag
COc1cccc(NC(=O)C(C)n2c(=O)cc(C(F)(F)F)c3c(C)nn(C)c32)c1 (centres undefined) | 0% | -24% | -8% | 2% | -21% | 0.1 | -2% | 5 | nt
COc1ccc(-c2ccc3[nH]c4c(c3c2)CCN2C(=O)[C@@H]([C@H](C)O)[C@@H](N(C)C(=O)Nc3ccc(F)cc3)C[C@@H]42)cc1 | -14% | ? | nt | -15% | nt | nt | -3% | -31* | nt
CCOc1ccc(CNS(=O)(=O)c2c(C)nc3sccn3c2=O)cc1OC | 3% | 0% | 12% | 3% | 23% | 0.4 | -2% | 0 | 0
COc1ccc(Cc2noc(CN(C)Cc3cccc(-n4cccn4)c3)n2)cc1OC | 9% | -2% | -4% | 7% | -22% | 0.5 | -3% | -3 | 7
NC(=O)CSc1nnc(COc2ccccc2)n1C1CCCCC1 | -11% | -13% | -7% | -7% | -19% | 0.5 | -4% | 2 | -8
O=C(c1ccccc1)c1ccc2nc(N3CCN(C(=O)c4ccco4)CC3)c3nncn3c2c1 | 0% | ? | 2% | -5% | -48% | -1.3 | -4% | 0 | -6
COc1ccccc1-c1c(NC(=O)C(C)C)n(C)c2ccccc2c1=O | -13% | -15%&149% | 1% | -3% | 23% | 0.0 | -3% | 5&-11 | -1
C=CCNS(=O)(=O)NC(=O)C1=C(N2CCCC2)COC1=O | -5% | 10% | 6% | -1% | 3% | nt | -4% | 3 | nt
CCOC(=O)c1cnn(CCOC(=O)C2CC2)c1NC(=O)C1CC1 | -9% | 22% | -1% | -4% | 1% | 0.4 | -3% | -7 | -11
COCOc1ccc(C=O)c(O)c1 | -5% | 17% | -5% | 1% | 3% | nt | 0% | 0 | nt
CC1=CS/C(=C(/C#N)C(=O)N2CCCCC2)N1c1ccccc1 | -16% | 6% | 0% | -2% | -24% | -0.4 | -2% | -6 | -24
CCOC(=O)c1ccc(NC(=O)Cn2nc3c4ccccc4n(Cc4cccc(F)c4)cc-3c2=O)cc1 | -10% | ? | -18% | ? | -15% | 4.8 | -5% | 2 | nt
CC(=O)C1=C(O)C(=O)N(c2ccc(O)cc2)C1c1ccccc1 (centres undefined) | 6% | -9% | -8% | 2% | 5% | -0.9 | 1% | -1 | 13
Cc1ccc(CCNC(=O)c2cc3c(s2)-c2c(C)cccc2OC3)cc1 | 1% | -12% | -1% | -3% | -15% | 0.1 | -1% | -1 | nt
CCn1c(O)c(C=NCCN2CCOCC2)sc1=S | 3% | -6% | -4% | 0% | -1% | 0.0 | -3% | -3 | -18
Cc1nc2ccc(S(=O)(=O)NC(CC(C)C)C(=O)N3CCN(c4ccc(F)cc4)CC3)cc2s1 (centres undefined) | 5% | -14% | 3% | 1% | 13% | -0.3 | -6% | -10 | nt
COC(=O)C1(C)NC(c2ccccc2OC)C2C(=O)N(c3ccccc3)C(=O)C21 (centres undefined) | 6% | 12% | 8% | -1% | 15% | 0.2 | -4% | -4 | 10
COc1cccc(NC(=O)CCN2CCN(c3ccccc3F)CC2)c1 | -1% | -33% | -1% | 0% | -26% | 76* | 0% | -5 | 77*
CCN(CC)CCCN(C(=O)c1cccs1)c1nc(-c2ccc(OC)cc2)cs1 | 0% | nt | -10% | 3% | -12% | -0.1 | -1% | -9 | -12
Cc1cc(C=O)c(C)n1-c1ccc(N2CCOCC2)c([N+](=O)[O-])c1 | -13% | -13% | 3% | -4% | 14% | 1.8 | -6% | -13 | -19
CC(=O)Nc1ccc(S(=O)(=O)N(C)CC(=O)OCC(=O)N2CCCC2=O)cc1 | 9% | -14% | 3% | 4% | -9% | -0.1 | -3% | -12 | -13
CC(=O)Nc1ccc(NC(=O)C2CCCCN2S(=O)(=O)c2ccc(C(C)(C)C)cc2)cc1 (centres undefined) | 2% | -26% | 0% | 0% | -6% | 0.6 | 1% | 5 | 3
CN(C)S(=O)(=O)c1ccc(C(=O)NCc2nnc(SCC(=O)NCc3ccco3)o2)cc1 | 2% | ? | -13% | 2% | -9% | -0.5 | -4% | -1 | 7
CCc1ccc(CN(C)C(=O)CCc2nnc(CCc3ccccc3OC)o2)nc1 | -7% | 57%[activator] | -9% | 0% | -6% | -0.2 | -2% | 1 | -8
CCCc1cc(=O)oc2c(CN3CCOCC3)c(O)ccc12 | 0% | 0% | -5% | -4% | 15% | -0.3 | -3% | -3 | 14
SMILES | Vif-A3F inh | ALOX12 inh | ERG Ets-DNA blk | Vif-APOBEC3G blk | RGS4 inhibitor | D2 agonist | GRP78 ERSR act | LDHA inh | D2 antag
CCCCCCC(=O)N1C/C=C\C(c2ccc(OC)cc2)N(Cc2ccc(F)cc2)C(=O)C1 (centres undefined) | 6% | ? | 13% | -1%&8% | -10%&-13% | 0.5 | -7%&-3% | 1 | 7
COc1cc(Nc2ccn3nc(-c4ccccc4Cl)cc3n2)cc(OC)c1OC | nt | -4% | nt | -15% | nt | nt | 1% | -1 | nt
COc1cccc(NC(=O)c2ccc(Cn3cc([N+](=O)[O-])cn3)o2)c1 | 13% | -8% | 5% | -9% | -5% | 0.0 | -1% | -16 | -6
COc1cc(-c2ccccc2)[nH]c(=S)n1 | -2% | ? | -11% | -6% | -4% | -1.1 | -5% | 0 | -3
O=C(Oc1ccc2c(c1)OCO2)C12CC3CC(CC(C3)C1)C2 | -11% | -1% | 3% | 0% | -5% | -0.4 | -4% | -1 | 18
COc1cccc(-c2nn(C)c3sc(C(=O)NCc4ccccn4)cc23)c1 | 4% | 1% | 7% | 2% | -11% | -0.3 | -1% | -2 | 16
N=c1c(C(=O)NC2CCCC2)cc2c(=O)n3ccccc3nc2n1Cc1ccccc1 | -9% | -19% | -4% | -3% | 0% | nt | -3% | 0 | nt
COc1cccc(CNC(=O)c2oc3ccc4c(c3c2C)C(=O)CC(C)(C)O4)c1OC | nt | -7% | 4% | nt | 7% | 0.0 | nt | -4 | nt
COc1cc2ccccc2cc1C(=O)O | 2% | -4% | -1% | -3% | 2% | -5.0 | 0% | 7 | 2
O=C(NCCc1ccccc1)c1ncn[nH]1 | -6% | 6% | -3% | -1% | 21% | nt | -5% | -3 | nt
CCOC(=O)N1C2=NC(C(=O)OC)=C(C(=O)OC)[C@@H]3N(C)c4ccc(OC)cc4[C@]23C[C@H]1C(=O)OC | -7% | ? | 6% | -2% | -3% | nt | -3% | 7 | nt
Cc1cc(NS(=O)(=O)c2ccc(NC(=S)NC(=O)c3ccc(F)cc3)cc2)no1 | 8% | 25µM* | -2% | -2% | -9% | 0.2 | -3% | -7 | -2
Cc1cc(C)nc(SCCS(=O)(=O)Cc2ccccc2)n1 | 4% | -7% | nt | 3% | -6% | 0.4 | 7% | -6 | -28
Cc1c(N=C2SCC(=O)N2c2c(C)n(C)n(-c3ccccc3)c2=O)c(=O)n(-c2ccccc2)n1C | 2% | 4% | nt | 0% | 13% | -0.8 | -4% | -5 | 6
CCCOc1cccc(C(=O)N/N=C/c2coc3ccccc3c2=O)c1 | -18% | 345%[activator] | 0% | 2% | -1% | nt | -5% | -5 | nt
CN(CCC#N)C(=O)COC(=O)c1ccc(Cl)cc1O | 4% | -12% | -3% | -1% | -4% | 1.0 | -5% | -5 | 47*

These rows are one share of the data; rates above refer to the full screens.
